ARNT-TACC3 inh = disruptors of human ARNT/TACC3 interaction; AlphaScreen His-ARNT PAS-B/GST-TACC3 binding, luminescence; TACC3 fragment carries E629A point mutation; inhibition, % at 9.99 µM; 390,000 tested, 0.66% active;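 active means mean inhibition of replicates at least 50% and at least half of replicates each reaching 50%; inconclusive means half or more replicates reach 50% but mean below 50%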;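 further: 0% = complete ARNT plus TACC3 wells and 100% = ARNT alone without TACC3; many hits fall short of the cut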
INS-1E GSIS act = primary screen for activators of insulin secretion dependent on glucose, INS-1E cells, GLuc reporter luminescence | INS-1E GLuc reporter insulin secretion, 2-3 h | activation, % at 16.6 µM | 370,000 tested, 0.61% active | AID 743287;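 active means lowest replicate activation of at least 40%, so every replicate reaches that level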;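 further: 0% = median of neutral control wells and 100% = median of IBMX positive control wells; some compounds called inactive have numbers as strong as hits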
PAX8 reporter = PAX8 transcriptional activity inhibition. RMG-I TPO-luciferase reporter, SteadyGlo, 24 h. inhibition, % at 12.6 µM. 360,000 tested, 1.2% active. AID 652154;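 active means mean replicate inhibition at least 60% with every replicate also reaching 60%; inconclusive means only one of the two criteria is met; inactive means mean below 60% and not all replicates reaching 60%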;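 further: luciferase light reporting Pax8 driven TPO promoter activity; plate controls were median of neutral control wells for no effect and mitoxantrone controls for full effect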
Cneo AK release = causes C. neoformans cell lysis; adenylate kinase release luminescence, 4 h; normalised: neutral wells 0, clomiphene wells 100; AID 651654; lysis activity, % at 15 µM; 360,000 tested, 0.2% active;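 active means mean lysis activity across replicates of at least 80%, whatever share of replicates individually reach that level; inactive means mean lysis activity below 80%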
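Test system: log-phase Cryptococcus neoformans yeast cells; Quantity: yeast cell density of 5 × 10^6 cells/mL; Buffer or medium: YPD; Doses: single compound concentration per well; Timing: 4 h at 37 °C static, read 1 h later; Measured by: AK luminescence; Read-out basis: lysis from increased AK signal; Control set: Clomiphene as positive control.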
PglD inh = blocks C. jejuni PglD acetyltransferase activity. 360,000 tested, 0.098% active. purified PglD enzyme, DTNB colorimetric CoA detection. AID 602405. inhibition, % at 12.5 µM; in the data active means inhibition above about 16%, passing the limit was not always enough; inconclusive means no clear call, values can overlap the other calls; further: strong numbers were not always called active
PGC1a acetyl inh = PGC1a acetylation modulation, inhibitor mode; U2OS PGC1a acetylation, AlphaScreen anti-acetyl-lysine; with virally co-expressed GCN5 acetyltransferase; inhibition, % at 15.6 µM; 350,000 tested, 0.17% active; AID 651687;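 active means every replicate shows inhibition of at least 40%; inconclusive means mean inhibition at least 40% but some replicate below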;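 further: 0% = neutral control wells and 100% = positive control wells; some results beyond the cut were filed as inactive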
C2C12 statin = protects C2C12 myotubes from simvastatin toxicity | ATP luminescence, 48 h; scaled: DMSO 0, geranylgeraniol control 100 | rescue of ATP level, % at 7.49 µM | 330,000 tested, 0.78% active;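 active means mean ATP rescue above about 67%, or every replicate alone reaching that limit, limit read from the data, passing the limit was not always enough; inconclusive means no clear call, values can overlap the other calls; inactive means mean under the limit and some replicate under it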;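 further: myotubes were challenged with 10 µM simvastatin during compound exposure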
LGR2 inh = blocks bursicon-induced cAMP signaling via Drosophila LGR2 | HEK293 LGR2, CRE-luciferase, bursicon-stimulated, 4 h | inhibition, % at 9.99 µM | 380,000 tested, 0.35% active;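 active means drop in luminescence signal, shown as inhibition above about 50% in the replicate tests, limit read from the data, passing the limit was not always enough; inconclusive means probably only some replicates passing the limit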;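 further: agonist challenge used bursicon conditioned medium at about half maximal strength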
Numbers without * were called inactive; ? = inconclusive; / = no result given. This is a random part of the collection; about 2.9% have a hit in one of these screens.

SMILES	ARNT-TACC3 inh	INS-1E GSIS act	PAX8 reporter	Cneo AK release	PglD inh	PGC1a acetyl inh	C2C12 statin	LGR2 inh
CC1CCCCC1NC(=O)CNC(=O)c1cccs1 (stereo not given)	-4	1	-11	1	-4	/	-5	7
Cc1sc(-c2ccccn2)nc1OC(=O)c1ccc(F)cc1F	-3	-13	-6	/	/	17	0	48
Cc1ccc(S(=O)(=O)N2CCC(C(=O)NC3CCCC3)CC2)cc1Cl	-1	21	-1	-3	-4	/	-4	-2
COc1ccc(-n2ncc3c2CC(C)(C)CC3NC(=O)c2c(C)cc(=O)oc2C)cc1 (stereo not given)	2	4	4	1	2	-2	-3	1
COc1ccccc1C#Cc1ccc2c(c1)O[C@@H](CN(C)Cc1cccnc1)[C@H](C)CN([C@H](C)CO)S2(=O)=O	3	/	84*	46	1	43*	-48	/
O=C(Cc1ccccc1)N1CC[C@@H]2[C@@H](CO)Nc3ccc(Br)cc3[C@@H]21	7	-9	-8	1	2	-8	11	-2
COc1ccc(CN(C)C[C@H]2OCCCC[C@@H](C)Oc3ccc(NC(=O)Nc4ccccc4)cc3C(=O)N([C@H](C)CO)C[C@H]2C)cc1	-2	-28	2	-9	-2	1	/	13
CCOC(=O)Cn1c(=O)oc2cc(S(=O)(=O)NCCc3ccc(OCC)c(OCC)c3)ccc21	-5	/	/	6	6	-2	9	/
O=C(Nc1cccc(C(F)(F)F)c1)/C(=C\c1ccco1)NC(=O)c1cccs1	/	-8	58	1	-8	-7	-19	9
Cc1ccc(N(Cc2ccc(C(=O)NN=C3CCN(C)CC3)cc2)S(C)(=O)=O)cc1C	-12	-4	-15	/	/	/	3	-13
O=C(Nc1cccc(F)c1)N1CC(=O)N2[C@@H](CO)[C@H](c3ccc(-c4cccc(F)c4)cc3)[C@@H]2C1	/	-11	-8	/	/	8	/	2
Cc1ccc(Cn2nnc3c(=O)[nH]c(C4CCN(S(=O)(=O)c5ccccc5F)CC4)nc32)cc1	8	-6	-7	9	2	/	16	-3
C=CCOC(=O)C1=C(C)N=C2SCCC(=O)N2C1c1cccs1 (stereo not given)	-1	/	/	24	5	-5	110*	/
COCC#Cc1ccc2c(c1)O[C@@H](CN(C)C(=O)C1CC1)[C@H](C)CN([C@H](C)CO)S2(=O)=O	2	2	/	2	3	0	-7	2
O=C(c1cccs1)N1CCN(c2cc(Cl)ccc2Cl)CC1	22	-2	5	3	-2	2	-4	17
COc1cc2c(cc1OC)C(c1cc(OC)c(OC)cc1[N+](=O)[O-])N(C(C)=O)CC2 (stereo not given)	-8	64	3	/	/	/	/	-9
Cc1cc(C)c(C)c(S(=O)(=O)N2CCSCC2)c1C	-9	4	-30	5	0	-17	5	10
CCC(Cc1ccccc1)n1c(=S)[nH]c2ccccc2c1=O (stereo not given)	9	-6	-8	/	/	/	/	-11
CCCc1cc(C(=O)Nc2cc(Cl)ccc2O)no1	-1	-14	-119	19	0	7	0	-115
C/C=C/c1ccc([C@@H]2[C@@H](CO)N(C(=O)NCCC)[C@H]2CNC(=O)C2CCC2)cc1	-6	-30	3	1	3	-1	30	-2
CC(=O)c1c(N2CCN(C(=O)c3ccco3)CC2)nc(=S)n(-c2ccccc2)c1C	35	-11	/	2	1	32	25	7
COC(=O)CCC(=O)Nc1ccc(NC(C)=O)cc1	-1	/	-18	-7	-5	-5	11	/
O=C(NNC(=O)C1CCCN(S(=O)(=O)c2cccc(F)c2)C1)C1CC1 (stereo not given)	-1	9	5	-1	-5	-4	3	8
C[C@@H]1CCCCO[C@H](CN(C)C(=O)C2CCCCC2)[C@@H](C)CN([C@@H](C)CO)C(=O)c2cc(NC(=O)Nc3cccc4ccccc34)ccc2O1	19	-5	59	-6	-3	-11	/	-4
CC(=O)c1ccc(NC(=O)Nc2ccncc2)cc1	-2	-3	-45	-5	4	-4	8	-12
O=c1cc2c(nn1Cc1ccccc1Cl)-c1ccccc1CC2	/	-3	/	4	5	7	/	-9
CN(C)S(=O)(=O)c1cccc(NC(=O)C2Cc3ccccc3CN2C(=O)c2ccccc2)c1 (stereo not given)	/	7	6	-3	4	-2	8	-10
CCCC(=O)Nc1cccc2c1CCCC2	-9	/	/	1	-4	-5	1	/
Cc1nn(C)c(C)c1S(=O)(=O)N(CC(=O)NC1CCCCCC1)c1ccc(C(C)C)cc1	-12	/	11	-2	5	-9	-24	13
CCN(CC)c1ccc(/C=N/NC(=O)CNC(=O)/C=C/c2ccco2)cc1	20	-20	-17	1	-2	-8	3	-1
OC[C@H]1O[C@@H](c2nc(-c3ccc(C4OCCO4)cc3)no2)[C@H](O)[C@@H]1O	/	17	-42	0	2	/	-3	-15
Cc1ccc(NC(=O)NCCN2C(=O)C3C4C=CC(C4)C3C2=O)cc1 (stereo not given)	/	2	-160	-3	0	1	-1	-14
COc1cc(OC)cc(-c2oc(=O)c3cc(OC)c(OC)cc3c2C(F)(F)F)c1	-4	-1	3	7	-3	/	7	-8
COc1cc(C=O)ccc1OC(=O)N1CCOCC1	0	8	10	-1	-3	2	-6	-1
COc1ccccc1-c1nnc(SCC(=O)NC2CCS(=O)(=O)C2)n1CCc1ccccc1 (stereo not given)	1	-7	13	/	/	4	3	-15
C[C@@H]1CN([C@@H](C)CO)C(=O)c2cc(-c3ccccc3F)cnc2O[C@@H]1CN(C)C(=O)NC1CCCC1	0	-7	-5	4	0	-15	-21	-1
CC1CC(C)CN(S(=O)(=O)c2ccc(C(C)(C)C)cc2)C1 (stereo not given)	-6	-4	22	/	/	-21	/	8
O=C(O)c1csc(Cc2ccccc2)n1	1	8	7	-3	1	-4	-7	-21
CCOC(=O)C1=C(C)NC(=O)NC1c1c(OC)ccc2ccccc12 (stereo not given)	9	8	7	-1	4	-5	5	3
COc1cccc(C2=NOC(C(=O)Nc3cc(C)on3)C2)c1OC (stereo not given)	5	19	3	-2	-4	-9	-4	6
COc1ccc(NC(=O)Nc2ccc3c(c2)C(=O)N([C@H](C)CO)C[C@H](C)[C@H](CN(C)Cc2ccc(C(=O)O)cc2)OCCCC[C@H](C)O3)cc1	-41	8	9	37	-1	10	/	-27
CCC(c1nnnn1C1CCCC1)N1CCN(c2ccccc2)CC1 (stereo not given)	-7	-14	/	-6	-8	-4	18	-34
C=CC[C@H](CC(=O)N(CCO)Cc1ccccc1)C(=O)N[C@H](COC(=O)[C@H](CC=C)CC(=O)OC(C)(C)C)Cc1c[nH]c2ccccc12	1	-31	45	2	-4	/	1	37
O=c1cc(CN2CCN(CCO)CC2)c2cc3c(cc2o1)CCC3	-4	/	-1	1	3	5	7	/
O=Cc1ccccc1-n1cncn1	-4	14	20	0	/	1	5	9
COc1ccc(C#Cc2ccc3c(c2)[C@@H]2[C@@H](CCN2C(=O)c2ccccc2F)[C@@H](CO)N3)cc1	14	12	-21	8	0	9	46	11
COC1CC(C)NC(=S)N1 (stereo not given)	2	-10	-2	1	-7	3	-4	3
CCN1CCN(C(=O)Nc2ccccc2OC)CC1	-3	6	/	0	5	-5	3	-4
Cc1cccc(N2C(=O)N3[C@H](c4ccc(F)cc4)[C@@H]4C(=O)N(C5CCCCC5)C(=O)[C@@H]4[C@]3(Cc3ccc(Cl)cc3)C2=O)c1	1	1	14	3	5	6	16	-22
O=C(O)c1ccc(N2CCN(c3ccc(Cl)cc3)CC2)c([N+](=O)[O-])c1	6	-6	-6	-3	3	3	8	10
C[C@H](CO)N1C[C@H](C)[C@H](CN(C)C(=O)Nc2ccccc2)Oc2ccc(NC(=O)Nc3ccc4c(c3)OCO4)cc2CC1=O	5	-2	5	1	3	0	9	9
CCOC(=O)C1=C(C)n2c(s/c(=C3\C(=O)Nc4ccccc43)c2=O)=NC1c1ccc(OC)cc1 (stereo not given)	-16	0	3	/	/	/	2	13
COc1ccc(OC)c(C(=O)c2coc3ccc(O)c(CN(C)C)c23)c1	1	-5	16	5	2	9	1	-10
CC1CCN(S(=O)(=O)c2ccc3[nH]cc(C(=O)NCCN4CCOCC4)c(=O)c3c2)CC1	7	-5	/	5	0	/	-2	-19
C=CCOC(=O)C1=C[C@@H](c2ccc(C(F)(F)F)cc2)C[C@@H](OCCCCO)O1	-2	-15	-2	-1	5	2	17	-5
Cc1ccc(S(=O)(=O)N2CCOCC2)cc1NC(=O)COC(=O)/C=C/c1ccco1	-1	2	3	0	-2	14	-4	-4
COc1ccc(NC(=O)Cn2c(=O)sc3ccccc32)cc1	3	/	/	0	-2	-5	-1	/
C[C@@H]1CCCCO[C@@H](CN(C)CC2CC2)[C@H](C)CN([C@H](C)CO)C(=O)c2cc(NC(=O)Nc3ccccc3)ccc2O1	14	-13	-5	28	4	11	/	4
Cc1sc2ncnc(N3CCC(C(=O)NNC(=O)COc4ccc(Br)cc4)CC3)c2c1C	0	-6	-6	-1	-1	/	0	22
CCOc1ccc(N2C(=O)/C(=C/c3ccccc3OCC(=O)OC)N(CC(=O)OC)C2=S)cc1	4	-5	1	/	/	/	/	29
(list continues)
SMILES	ARNT-TACC3 inh	INS-1E GSIS act	PAX8 reporter	Cneo AK release	PglD inh	PGC1a acetyl inh	C2C12 statin	LGR2 inh
COc1ccc(NC(=O)Nc2cc(C(=O)O)ccc2N2CC3CC(C2)c2cccc(=O)n2C3)c(OC)c1 (stereo not given)	3	16	-4	4	0	2	12	-9
CCN1CCN(Cc2ccc(NC(=O)c3cc(NC(=O)c4cc(-c5ccc(OC)cc5)n[nH]4)cc(OC)c3)cc2C(F)(F)F)CC1	5	14	?	-3	-5	-14	-75	2
COc1ccc(CNC(=O)C2CCN(S(=O)(=O)c3ccc4c(c3)NC(=O)CO4)CC2)cc1	-1	/	-2	0	1	9	-5	-22
COC(=O)Cc1ccc(NC(=S)N2CCN(c3cc(Cl)ccc3C)CC2)cc1	0	-44	-6	/	/	3	/	8
COc1cccc(-c2cc(C(F)(F)F)n3ncc(C(=O)O)c3n2)c1	-5	/	/	15	2	/	-4	/
CCN(CC)S(=O)(=O)c1cc(NC(=O)C2CC(=O)N(Cc3ccccc3)C2)ccc1Cl (stereo not given)	-20	-58	28	0	5	-1	-17	11
Cc1noc(C)c1S(=O)(=O)Nc1ccc2c(c1)C(=O)N([C@@H](C)CO)C[C@H](C)[C@H](CN(C)Cc1ccccc1)OCCCC[C@H](C)O2	-2	-8	1	0	-4	-3	/	1
NS(=O)(=O)c1ccc(NC(=O)COc2ccc(S(=O)(=O)N3CCCC3)cc2)cc1	-4	3	-9	2	-2	3	9	-3
CCOc1ccccc1CNC(c1ccccc1)c1ccccc1	-18	88*	0	19	-2	/	11	7

Reformatted bar-delimited: part of the list above
Molecule | ARNT-TACC3 inh | INS-1E GSIS act | PAX8 reporter | Cneo AK release | PglD inh | PGC1a acetyl inh | C2C12 statin | LGR2 inh
CCN1CCN(Cc2ccc(NC(=O)c3cc(NC(=O)c4cc(-c5ccc(OC)cc5)n[nH]4)cc(OC)c3)cc2C(F)(F)F)CC1 | 5 | 14 | ? | -3 | -5 | -14 | -75 | 2
COc1ccc(CNC(=O)C2CCN(S(=O)(=O)c3ccc4c(c3)NC(=O)CO4)CC2)cc1 | -1 | / | -2 | 0 | 1 | 9 | -5 | -22
NS(=O)(=O)c1ccc(NC(=O)COc2ccc(S(=O)(=O)N3CCCC3)cc2)cc1 | -4 | 3 | -9 | 2 | -2 | 3 | 9 | -3

High-throughput results deposited in PubChem by Broad Institute.
